PP1 inh = blocks human PP1-alpha phosphatase, a PP5 counter-screen. P62136. AID 2235. inhibition, % at 6.7 µM. purified PP1alpha, OMFP fluorescence. 320,000 tested, 0.9% active;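 active = inhibition above the mean inhibition of all tested compounds plus 3 SD, computed separately for each screening campaign, cut at about 15% in these data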
core dimer inh = HCV core protein dimerization inhibition. TR-FRET GST/Flag-core106 dimerization, 1536-well. AID 1899. inhibition, % at 5 µM. 300,000 tested, 0.33% active;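 active = inhibition above the mean of all tested compounds plus 3 SD, set per screening campaign, cut at about 45% in these data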
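test system = GST/Flag-tagged HCV core106 proteins | probe or stimulus = Eu donor and XL665 acceptor anti-tag antibodies | times = compound-protein-antibody incubation 4 h at 22.5 °C | signal = TR-FRET, excitation 340 nm, emission 617 and 671 nm | measure = percent inhibition of core106 dimerization signal | controls = wells lacking GST-core106 and wells with excess unlabelled core106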
PP5 inh = PP5 (human) phosphatase inhibition; purified PP5c, OMFP substrate fluorescence; P53041; 320,000 tested, 0.18% active; inhibition, % at 6.7 µM;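 active = inhibition above the campaign's mean inhibition across all tested compounds plus 3 SD, cut at about 9.5% in these data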;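 also: 0% = DMSO only and 100% = 100 µM cantharidin control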
CTSL1 counter = counter-screen for PFM18AAP inhibitors: inhibitors of F. hepatica cathepsin L1 | recombinant F. hepatica cathepsin L1, Z-Leu-Arg-MCA fluorescence | inhibition, % at 5.96 µM | 300,000 tested, 0.49% active | AID 1906;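 active = inhibition above the mean of all tested compounds plus 3 SD, set per screening campaign, cut at about 17% in these data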;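 also: 0% = plate median of test compound wells and 100% = 1 µM Z-Phe-Ala-diazomethylketone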
JMJD2C inh = blocks human GASC-1 demethylase activity; Q9H3R0; GST-JMJD2C(1-420) H3K9me3 demethylation, DELFIA europium; inhibition, % at 2.35 µM; 330,000 tested, 0.069% active;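 active = more than half of a compound's replicate wells show inhibition beyond 50%, single wells judged on their own value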;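 also: signal counts dimethyl H3K9 product captured on neutravidin plate; 0% = median of DMSO wells and 100% = 0.3 times that DMSO median; strong numbers were not always called active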
GRK2 aptamer HTS = inhibitors of human GRK2 displacing RNA aptamer; AID 488847; P25098; inhibition of aptamer binding, % at 10 µM; 330,000 tested, 0.59% active; bead flow cytometry, FAM-aptamer displacement from GRK2;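 active = inhibition of aptamer binding above 40%, roughly 3 SD of noise, on plates passing a quality check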;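 also: median bead fluorescence of bound FAM aptamer so fluorescent compounds give negative values; no value below 0 was filed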
Target sequence (P25098 whole entry, looked up): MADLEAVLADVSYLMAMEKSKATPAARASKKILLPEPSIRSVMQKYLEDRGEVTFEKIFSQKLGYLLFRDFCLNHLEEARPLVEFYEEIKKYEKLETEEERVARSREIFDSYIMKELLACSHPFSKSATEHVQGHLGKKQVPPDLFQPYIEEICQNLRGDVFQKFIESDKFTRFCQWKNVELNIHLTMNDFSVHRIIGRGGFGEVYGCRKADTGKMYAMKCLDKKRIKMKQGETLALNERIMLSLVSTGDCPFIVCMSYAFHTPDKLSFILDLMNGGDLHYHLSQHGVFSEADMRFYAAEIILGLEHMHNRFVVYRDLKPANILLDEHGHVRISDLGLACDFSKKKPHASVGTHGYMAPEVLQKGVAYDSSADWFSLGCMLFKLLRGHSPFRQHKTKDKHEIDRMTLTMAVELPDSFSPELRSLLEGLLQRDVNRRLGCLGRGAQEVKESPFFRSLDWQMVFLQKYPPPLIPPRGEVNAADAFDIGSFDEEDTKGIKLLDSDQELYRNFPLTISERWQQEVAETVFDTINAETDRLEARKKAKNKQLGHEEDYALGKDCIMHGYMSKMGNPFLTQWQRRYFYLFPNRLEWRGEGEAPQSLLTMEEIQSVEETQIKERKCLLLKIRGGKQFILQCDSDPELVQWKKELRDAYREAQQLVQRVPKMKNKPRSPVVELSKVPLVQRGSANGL
VLA-4 inh = inhibition in a human VLA-4 binding assay. inhibition, % (about 7 µM as worked out from the volumes in the protocol). VLA-4 expressing cells, ligand binding flow cytometry. 330,000 tested, 0.2% active; in the data active = inhibition above about 50%
proCasp7 act = counter-screen for procaspase-3 activators: activators of human procaspase-7; P55210; recombinant procaspase-7, Ac-DEVD-pNA absorbance 405 nm; D23A/D198A/D206A triple mutant, cannot self-cleave; scale: DMSO 0, 5 µM enzyme 100; activation, % at 8.5 µM; 330,000 tested, 0.093% active;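 active = percent activation above the screen-wide mean plus 3 SD, cut at about 25% in these data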
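Test system: Procaspase-7 triple mutant (PC-7 D3A). Also added: Ac-DEVD-pNA substrate, 400 µM as added. Schedule: 1 h enzyme–compound preincubation and 2 h substrate reaction, both 25 °C. Signal: p-Nitroaniline absorbance at 405 nm, read at 0 and 120 min. Control set: low DMSO alone, high DMSO plus 5 µM PC-7.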
proCasp3 act = procaspase-3 (human) activation; P42574; recombinant procaspase-3 D3A, Ac-DEVD-pNA absorbance 405 nm; activation, % at 8.5 µM; 330,000 tested, 0.11% active;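 active = activation above the mean of all tested compounds plus 3 SD, cut at about 21% in these data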;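 also: 0% = DMSO alone and 100% = DMSO wells spiked with extra 5 µM PC-3 D3A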
Target sequence (P42574 whole entry D9A/D28A/D175A): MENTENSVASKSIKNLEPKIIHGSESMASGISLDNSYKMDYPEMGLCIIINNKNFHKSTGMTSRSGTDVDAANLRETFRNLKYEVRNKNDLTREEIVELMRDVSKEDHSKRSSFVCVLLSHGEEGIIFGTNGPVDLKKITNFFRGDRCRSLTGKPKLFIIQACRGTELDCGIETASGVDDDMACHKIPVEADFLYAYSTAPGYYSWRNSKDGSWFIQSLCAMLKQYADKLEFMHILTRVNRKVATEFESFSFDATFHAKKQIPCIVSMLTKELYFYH
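Test system: Procaspase-3 D3A mutant, all three cleavage aspartates alanine | Dosing: Single dose, 8.5 µM nominal compound, 0.8% DMSO | Schedule: 1 h preincubation, 2 h reaction | Technique: 405 nm absorbance of p-nitroaniline, reads at 0 and 120 min | Repeats: One well per compound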
* = called active by the depositor; . = no result given; & = joins results of further samples.

SMILES | PP1 inh | core dimer inh | PP5 inh | CTSL1 counter | JMJD2C inh | GRK2 aptamer HTS | VLA-4 inh | proCasp7 act | proCasp3 act
COc1ccc(N(C)S(=O)(=O)c2cccc(C(=O)Nc3nc4ccccc4[nH]3)c2)cc1 | 5 | 6 | -0.9 | 0 | 7 | 0 | 1 | -2 | 3
O=c1c2ccccc2nnn1COc1ccc(Cl)cc1Br | 4 | 3 | 0.5 | 1 | -2 | 5 | 1 | 10 | 8
COc1ccc(OC)c(Nc2c3ccccc3nc3ccccc23)c1 | 6 | -4 | 4.5 | 9 | -9 | 3 | -12 | -14 | -11
CC(=O)Nc1ccc(S(=O)(=O)Nc2nc3nc(-c4ccccc4)cc(-c4ccccc4)n3n2)cc1 | 2 | 14 | -4.5 | 1 | 3 | 0 | 8 | -8 | -5
N#Cc1ccccc1OCC(=O)OCC(=O)c1ccc[nH]1 | -3 | . | 0.6 | . | -4 | 5 | -2 | 10 | 3
CC(C)(C)OC(=O)N1CCC(C(=O)O)CC1 | -4 | 4 | 1.5 | 2 | 4 | 2 | 0 | 6 | 1
O=C(Cc1cccs1)N/N=C/c1ccccn1 | 0 | 0 | -4.6 | 0 | 12 | 0 | 7 | 1 | 2
Nc1ccncc1N | -2 | -11 | 3.6 | 0 | 30 | 0 | -1 | -10 | 4
COc1ccccc1OCC(=O)N1CCCCCCC1 | 0 | 6 | 0.3 | 0 | -11 | 0 | 4 | -3 | -2
Cc1c(Cl)cccc1NC(=O)CSc1nc2ncc(Cl)cc2[nH]1 | -1 | 0 | 1.0 | -4 | 6 | 0 | 5 | -3 | -4
O=C(Nc1ccc(Oc2ccccc2)nc1)C1CCCCN1Cc1cccc(OCCO)c1 (configuration not stated) | -2 | 3 | 1.8 | 6 | 1 | 0 | -12 | 7 | 4
CCc1nnc(N2C(=O)c3ccc(Oc4ccc([N+](=O)[O-])cc4)cc3C2=O)s1 | 1 | 1 | 0.2 | 1 | -10 | 0 | 4 | 9 | 4
COCCn1c(CCC(=O)O)nc2c1c(=O)[nH]c(=O)n2CC(C)C | 0 | 3 | 1.9 | 0 | 4 | 0 | 41 | 6 | 6
O=C(O)/C=C/c1ccccc1Oc1ccccc1 | -1 | -2 | 1.3 | -1 | 5 | 0 | -8 | 0 | -6
COc1ccc(C)cc1NC(=O)CCNC(=O)Cn1ccc2ccccc2c1=O | 0 | 1 | -3.0 | 1 | 16 | 1 | 5 | 7 | 1
CC(=O)N(/N=C1\Sc2ccccc2C1=O)c1ccc(C)cc1C | 2 | -13 | 0.0 | 7 | -7 | 0 | -192 | -1 | 15
CC(=O)c1cccc(S(=O)(=O)N2CCn3cccc3C2C)c1 (configuration not stated) | 5 | . | 4.1 | . | 5 | 0 | -7 | -6 | 4
CCn1c(SCC(=O)N2CC(C)OC(C)C2)nc2c([nH]c3ccccc32)c1=O (configuration not stated) | -1 | 4 | 3.7 | -2 | -1 | 0 | -11 | 8 | 4
CCc1n[nH]c(=S)n1N=C1CCC(C)CC1 (configuration not stated) | -5 | -3 | 1.4 | -2 | 4 | 0 | 3 | -4 | -2
Cn1nnc(NC(=S)NC(=O)c2ccccc2)n1 | -1 | -1 | 2.8 | -4 | 8 | 2 | 0 | -32 | -15
COc1ccc(NC(=O)c2c(-c3c(Cl)cccc3Cl)noc2C)cn1 | -1 | 6 | 0.5 | -2 | -3 | 0 | -15 | 7 | 2
CCOC(=O)c1ccc(NS(=O)(=O)c2ccc3c(c2)CCCN3C(C)=O)cc1 | 0 | 1 | 0.2 | -1 | 38&-1 | 0 | 2 | 3 | -3
Cc1cc(C)cc(N2CC(c3nc4ccccc4n3C)CC2=O)c1 (configuration not stated) | 2 | 12 | 1.2 | 1 | 1 | 0 | -12 | -6 | 3
O=C(c1cc(C2CC2)on1)N1CCCC(N2CCN(c3ccc(F)cc3)CC2)C1 (configuration not stated) | 5 | 2 | -1.8 | 5 | -4 | 2 | 5 | -2 | -7
Cc1nn(CC2CC2)c(=O)n1-c1ccc(C(C)C)cc1 | -1 | 1 | -2.0 | -6 | -7 | 0 | 5 | -2 | 4
(continued)
SMILES | PP1 inh | core dimer inh | PP5 inh | CTSL1 counter | JMJD2C inh | GRK2 aptamer HTS | VLA-4 inh | proCasp7 act | proCasp3 act
O=C(Cc1ccc(-n2cnnn2)cc1)NC12CC3CC(CC(C3)C1)C2 | 0 | -2 | 1.8 | -1 | -4 | 0 | -4 | 4 | 5
CCOCC(O)CNC(=O)c1ccc(OC2CCN(C(=O)c3cccnc3)CC2)cc1 (configuration not stated) | -3 | -2 | 1.0 | 1 | -2 | 2 | -17 | 1 | -6
CN1CCN(S(=O)(=O)c2ccc(NC(=O)c3ccc(Br)s3)cc2)CC1 | 0 | 14 | 5.2 | 2 | -11 | 0 | 5 | 2 | -2
C[C@@]12C(=O)N(CCc3c[nH]c4ccccc34)CC(=O)N1[C@H]1c3ccccc3OC[C@@H]1[C@@H]2c1ccccc1 | 2 | . | 0.5 | . | 12 | 1 | 3 | -3 | -4
COC(=O)c1ccc2c(CCO)c[nH]c2c1 | 0 | 2 | 0.5 | -2 | 7 | 3 | 2 | -3 | 6
CC1(C)CC(NC(=O)c2ccccc2)CC(C)(C)N1 | 2 | -3 | 1.2 | -3 | 7 | 0 | 6 | 1 | 7
COc1ccc(Br)c(C(=O)OCc2cc(=O)oc3cc(C)ccc23)c1 | -1 | 4 | 0.4 | -2 | -6 | 0 | 0 | 7 | -5
Clc1cccc(OCCN2CCNCC2)c1 | 1 | -3 | 2.0 | 1 | -3 | 0 | 2 | -2 | 6
CC1CCN(CC[C@H]2CCCN2S(=O)(=O)c2cccc(O)c2)CC1 | -2 | -10 | -0.3 | 1 | . | 1 | -2 | -1 | 8
CCOc1ccc(C(=O)/C=C/c2ccccc2C(F)(F)F)cc1 | -5 | 12 | 1.0 | -2 | . | 7 | -9 | 1 | -4
COc1cc(NC(=O)c2ccccc2)c(OC)cc1NC(=O)Cc1ccccc1 | 8 | 20 | -1.5 | -2 | 1 | 0 | -3 | -1 | 1
Cn1c(CCNC(=O)c2ccccc2Cl)n[nH]c1=S | -2 | -2 | -1.4 | 4 | 1 | 0 | 11 | 10 | -13
COc1ccc(C(CCNC(C)c2ccccc2)C(C)C)cc1 (configuration not stated) | 5 | -4 | 2.1 | 8 | 10 | 0 | -1 | 0 | -3
O=C(COC(=O)CCCNC(=O)c1ccc(Cl)cc1)Nc1cc(Cl)ccc1Cl | 3 | 0 | 1.3 | -2 | 7 | 0 | 10 | -3 | 9
Cc1ccccc1OCc1nnc(SCC(=O)O)n1-c1cccc(Cl)c1 | 1 | 4 | 0.9 | 1 | -13 | 2 | -2 | 2 | -2
CC1Cc2ccccc2N1C(=O)c1cc2c(=O)n3ccccc3nc2n1C (configuration not stated) | 2 | 9 | 0.5 | 1 | 11 | 3 | -7 | 0 | 7
CN1CCC(N(C)S(=O)(=O)c2ccc(NC(=O)COc3ccc(F)cc3)cc2)CC1 | 2 | -3 | 1.6 | -2 | -4 | 0 | 50* | -7 | 5
CCOC(=O)c1c(C)c(C(=O)NC(C)COC)c(C)n1CC (configuration not stated) | -2 | -4 | -1.2 | 3 | -3 | 3 | 8 | -4 | -2
CN(C)c1ccc(P(=O)(Nc2ccc([N+](=O)[O-])cc2)N2CCOCC2)c(NC(=O)c2cccs2)c1 (configuration not stated) | 1 | -3 | -2.3 | 2 | -1 | 2 | -1 | 2 | 8
Cc1cc2oc(=O)cc(CN3CCC(C)CC3)c2cc1C | 3 | 13 | 0.6 | 1 | -36 | 0 | -1 | 6 | 10
O=C(COC(=O)CC1CCCC1)Nc1ccc(Cl)cn1 | -3 | . | 1.2 | . | 3 | 1 | 4 | 10 | 8
CCc1c(C)sc2nc(C(C)C)nc(SCC(=O)N3CCc4ccccc4C3)c12 | -4 | 4 | -0.3 | 0 | 1 | 2 | 15 | 1 | 0
Cc1cc(NC(=O)COC(=O)c2ccc(C)c(C)c2)no1 | . | . | . | . | 14 | 0 | -7 | 17 | 5
CCCc1nc2c(C)cc(-c3nc4ccccc4n3C)cc2n1Cc1ccc(-c2ccccc2C(=O)O)cc1 | 2 | 10 | -0.8 | 0 | -20 | 0 | 28 | -9 | 5
COc1ccc(N2CCN(S(=O)(=O)c3cccs3)CC2)cc1 | 3 | 4 | 2.7 | -5 | -6 | 4 | 0 | 7 | 2
Going on with the list.
SMILES | PP1 inh | core dimer inh | PP5 inh | CTSL1 counter | JMJD2C inh | GRK2 aptamer HTS | VLA-4 inh | proCasp7 act | proCasp3 act
CN1CCN(S(=O)(=O)c2cnccc2N2CCN(c3cccc(Cl)c3)CC2)CC1 | -2 | 2 | 1.4 | -2 | 2 | 2 | 0 | 4 | -4
O=C(CNC(=O)Cc1ccccc1)NCC(=O)N1CCCCC1 | -3 | 3 | 2.6 | 0 | -4 | 2 | 3 | -2 | 2
COc1ccc(-c2cn(CCC(=O)NCc3ccc(C)cc3)c(CCN)n2)cc1 | -1 | 14 | -0.6 | -2 | 3 | 0 | 5 | -15 | 6
COc1ccccc1CN1C(=O)CN(C2CCCC2)C(=O)C1c1ccc(F)cc1 (configuration not stated) | -3 | 1 | 1.5 | 4 | 3 | 3 | -10 | -6 | -2
COc1ccc(OC)c(-n2cc3c(=O)n(C)c(=O)n(C)c3c2)c1 | -2 | -3 | 2.5 | 0 | -2 | 0 | -1 | -3 | -5
O=C(NCCc1cccs1)C1CC(c2ccccc2F)=NO1 (configuration not stated) | -1 | -2 | -1.2 | 0 | 3 | 2 | -19 | -2 | -2
COc1ccc(NC(=O)NCc2cccnc2)cc1 | -2 | -8 | 0.2 | 2 | 2 | 0 | -1 | -6 | 8
N#Cc1nc(-c2ccc(Cl)cc2)oc1N1CCCCC1 | 4 | 8 | 1.0 | 2 | 9 | 0 | 1 | 4 | 0
CC(=O)Nc1ccc(SCC(=O)Nc2sccc2C#N)cc1 | 1 | -1 | 0.7 | -3 | 9 | 0 | -14 | -3 | 0
CCCC(=O)N(CCN1CCOCC1)c1nc2cc(C)c(C)cc2s1 | 4 | -8 | -4.1 | -6 | 7 | 5 | 5 | -14 | 0
CCOC(=O)Cc1csc(NC(=O)COc2ccc(C)cc2)n1 | -4 | 0 | -1.3 | 5 | 1 | 0 | 18 | 1 | 6
COc1ccccc1Nc1c2ccccc2nc2ccccc12 | 2 | -9 | 2.0 | 0 | 4 | 1 | 13 | -3 | -2
CCC(=O)N1CCc2cc(OC)c(OC)cc2C1COc1ccc(OC)cc1 (configuration not stated) | -2 | -3 | -2.4 | 0 | -2 | 1 | -4 | 6 | -1

Entries of single compounds from above:
`CCCC(=O)N(CCN1CCOCC1)c1nc2cc(C)c(C)cc2s1` across the screens: PP1 inh = 4; core dimer inh = -8; PP5 inh = -4.1; CTSL1 counter = -6; JMJD2C inh = 7; GRK2 aptamer HTS = 5; VLA-4 inh = 5; proCasp7 act = -14; proCasp3 act = 0
`CCc1n[nH]c(=S)n1N=C1CCC(C)CC1` (configuration not stated) across the screens: PP1 inh = -5; core dimer inh = -3; PP5 inh = 1.4; CTSL1 counter = -2; JMJD2C inh = 4; GRK2 aptamer HTS = 0; VLA-4 inh = 3; proCasp7 act = -4; proCasp3 act = -2

Compound activity as filed in PubChem BioAssay.
